PPC-1+TRAIL kill: kills PPC-1 cancer cells in the presence of TRAIL | PPC-1 cells + TRAIL, ATPLite viability luminescence | cell killing (% activity), % at 4 µM | 0.41% of 220,000 active | AID 1443;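 active = cell killing above 50% in the first pass at 4 µM, then a duplicate retest at 5 µM averaging 50% or more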;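 note: plate controls were cells with TRAIL plus DMSO for no effect and medium-only wells lacking cells for full effect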
TRPML3 ag: agonists of human TRPML3 channel; Q8TDD5; HEK293 TRPML3-YFP, Fluo-8 calcium fluorescence; 100% = the carbachol control signal; activation, % at 3 µM; 0.29% of 220,000 active; AID 1448;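 active = activation above its plate's cutoff, the mean activation of the plate's test wells plus 3 SD, cut at about 12% in these data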;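 note: 0% = DMSO only wells and 100% = carbachol wells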
Target sequence (Q8TDD5 whole entry, looked up): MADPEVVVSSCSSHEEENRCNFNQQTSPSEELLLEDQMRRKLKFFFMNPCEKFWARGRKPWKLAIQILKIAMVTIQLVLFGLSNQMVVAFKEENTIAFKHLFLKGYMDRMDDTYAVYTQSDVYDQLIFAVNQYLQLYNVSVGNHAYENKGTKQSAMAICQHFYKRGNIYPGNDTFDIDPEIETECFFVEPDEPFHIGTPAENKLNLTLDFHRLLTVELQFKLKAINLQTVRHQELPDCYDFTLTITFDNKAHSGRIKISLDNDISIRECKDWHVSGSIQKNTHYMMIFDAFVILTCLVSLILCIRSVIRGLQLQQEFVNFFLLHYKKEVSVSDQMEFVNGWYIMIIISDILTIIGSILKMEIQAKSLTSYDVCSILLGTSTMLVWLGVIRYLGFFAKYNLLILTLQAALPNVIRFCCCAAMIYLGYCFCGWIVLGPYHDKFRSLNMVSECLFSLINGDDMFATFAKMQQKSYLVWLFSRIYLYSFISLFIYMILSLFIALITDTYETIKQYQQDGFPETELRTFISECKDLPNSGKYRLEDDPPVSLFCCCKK
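Test system – HEK293 line with stable expression of human TRPML3-YFP channel · Control set – carbachol 87 µM final as high control (100%), DMSO as low control (0%) · Signal – Fluo-8 calcium dye fluorescence, ex 470-495, em 515-575 nm · Incubation – 1-h 37 °C dye load, 5-s basal, 120-s post-compound reads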
NPY-Y1 antag: blocks the human neuropeptide Y Y1 receptor; P25929; HEK293-CNG Y1 cells, membrane potential fluorescence; NPY at EC95, then isoproterenol; inhibition, % at 3.6 µM; 1% of 200,000 active;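 active = inhibition above the campaign mean inhibition of all tested compounds plus 3 SD, cut at about 20% in these data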;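 note: 0% = DMSO wells given NPY plus isoproterenol and 100% = isoproterenol alone without NPY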
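Test system: HEK293 cells co-expressing NPY Y1 receptor and cyclic-nucleotide gated channel; Also added: NPY (25 nM), isoproterenol (1 µM), Ro 20-1724 (25 µM); Compound dosing: one concentration, 3.6 µM, in 0.4% DMSO; Timing: dye 3 h, compound 60 min room temperature, stimulation 45 min; Technique: Membrane-potential fluorescent dye readout.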
14-3-3 Bad inh: disrupts binding of bovine 14-3-3 zeta to phospho-Bad peptide. P63103. TR-FRET 14-3-3zeta/Dy647-pBad peptide displacement, 1 h. inhibition, % at 21.7 µM. 0.71% of 220,000 active. AID 781;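 active = inhibition above about 70%, limit read from the data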;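 note: 0% = full 14-3-3 plus peptide FRET controls and 100% = background without 14-3-3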
Target sequence (P63103 whole entry, looked up): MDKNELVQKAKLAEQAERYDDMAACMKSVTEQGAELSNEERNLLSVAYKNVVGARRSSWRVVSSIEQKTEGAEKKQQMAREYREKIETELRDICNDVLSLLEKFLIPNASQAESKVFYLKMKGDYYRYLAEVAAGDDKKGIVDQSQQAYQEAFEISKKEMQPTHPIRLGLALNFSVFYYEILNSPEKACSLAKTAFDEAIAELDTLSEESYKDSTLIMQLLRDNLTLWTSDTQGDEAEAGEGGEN
EP2 modulator: modulators of human EP2 prostaglandin E2 receptor; P43116; EP2-expressing cells, cAMP HTRF FRET, PGE2 co-stimulation; induction, % at 25 µM; 0.83% of 260,000 active; AID 940;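 active = compounds whose cAMP rise, as percent of the full-agonist control response, exceeds 60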;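 note: rat C6 glioma line stably carrying human EP2 under a CMV promoter; the protocol text gives 20 µM as final concentration; 100% = response of wells given 1 µM PGE2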
NPY1 pot ag: human NPY-Y1 potentiation or agonism, primary screen. P25929. NPY-Y1 expressing cells, potentiator/agonist activation. activation, % at 3.6 µM. 0.37% of 220,000 active; in the data active = activation above about 33%, passing the limit was not always enough;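 note: cells stimulated with NPY at EC10 then isoproterenol at EC100; 0% = low agonist plus stimulus and 100% = saturating agonist plus stimulus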
TRPN1 ag: activates the zebrafish TRPN1 channel; 0.18% of 220,000 active; HEK293 zebrafish TRPN1-YFP, Fluo-8 calcium fluorescence; 100% = response to 87 µM carbachol; activation, % at 3 µM; AID 1424;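 active = activation above its plate's cutoff, the mean activation of test wells on that plate plus 3 SD, cut at about 19% in these data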;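 note: 0% = DMSO alone and 100% = 87 µM carbachol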
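Control set: carbachol 87 µM as high control, DMSO as low control; system: HEK293 stable line with zebrafish TRPN1-YFP; read-out: % activation versus carbachol response; detection: intracellular calcium fluorescence with Fluo-8; doses: single test compound dose, 3 µM nominal, 0.3% DMSO; schedule: dye 1 h 37 °C plus 30 min RT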
PGE2 EP2 inh: EP2 receptor (human) inhibition | 0.52% of 260,000 active | C6 glioma cells expressing human EP2, cAMP TR-FRET; cells stimulated with saturating PGE2 | inhibition, % at 25 µM;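 active = percent inhibition above 40 after rounding to a whole number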;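 note: rat C6 glioma host cells with rolipram phosphodiesterase inhibitor present; the protocol text gives 20 µM as final concentration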
CHOP inh: inhibitors of CHOP induction in ER stress response | inhibition, % at 10 µM | CHO-K1 CHOP-promoter luciferase, tunicamycin-induced, 15-18 h | 3.8% of 220,000 active | AID 2732;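 active = compounds that reduced the stress-induced luciferase reporter signal by more than about 70% of percent inhibition, limit read from the data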;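 note: 0% = tunicamycin plus vehicle and 100% = wells without tunicamycin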
* marks the source's active call; other numbers are inactive results; nt = no result given; & = joins results of further samples; [ ] = remark or other dose. A portion of the library; count on the stated rates, not on these rows.

Field names: A = PPC-1+TRAIL kill; B = TRPML3 ag; C = NPY-Y1 antag; D = 14-3-3 Bad inh; E = EP2 modulator; F = NPY1 pot ag; G = TRPN1 ag; H = PGE2 EP2 inh; I = CHOP inh
O=C(CNC1CCN(Cc2ccccc2)CC1)Nc1ccc(S(=O)(=O)N2CCCCC2)cc1
  A: 15	B: 1.2	C: nt	D: 2	E: -27	F: -14	G: -0.2	H: 12	I: 6
Cc1ccc(S(=O)(=O)n2[nH]c(=O)c(CCO)c2C)cc1
  A: 0	B: 0.2	C: -2	D: -4	E: 8	F: 6	G: -0.5	H: 1	I: 15
CN1CCN(CCC(=O)Nc2ccc(F)c(F)c2)CC1
  A: -18	B: 0.7	C: 0	D: -9[fluorescence artefact?]	E: 23	F: -4	G: 0.5	H: 5	I: -3
O=C(NC(=S)Nc1nc2c(s1)CCCC2)c1ccc(C(=O)c2ccccc2)cc1
  A: 34	B: 1.9	C: -2	D: -15[fluorescence artefact?]	E: -19	F: 14	G: 1.5	H: 12	I: 5
Cc1cc(C)n(-c2ccc(Cl)c(C(=O)Nc3cc(C(F)(F)F)ccc3Cl)n2)n1
  A: -1	B: 0.6	C: 1	D: -7[fluorescence artefact?]	E: 21	F: 7	G: 1.5	H: 18	I: 16
Cc1noc(NS(=O)(=O)c2ccc(NC(=O)COc3ccccc3)cc2)c1C
  A: 17	B: -0.2	C: 3	D: 1	E: -1	F: -28	G: -0.2	H: 10	I: 4
CCOC(=O)c1[nH]c(C)c(C(=O)Nc2ccccc2F)c1C
  A: -4	B: -0.6	C: 4	D: -7	E: 4	F: -12	G: -0.2	H: nt	I: nt
CC1CCCCN1c1nnc(NC(=O)c2cc(-c3ccc(Br)cc3)on2)s1 (configuration not stated)
  A: 16	B: 0.2	C: 5	D: -3	E: 16	F: 13	G: 1.1	H: 12	I: 43
Cc1ccnc(N2CCC(C(=O)NCc3ccc4c(c3)OCO4)CC2)n1
  A: 21	B: 0.0	C: 0	D: -2	E: 4	F: -9	G: 1.1	H: 1	I: 15
COc1ccc(CCN=Cc2ccccc2O)cc1OC
  A: 8	B: 0.5	C: nt	D: 2	E: 12	F: 11	G: 1.2	H: 10	I: 14
O=C(NCc1ccco1)C(=O)c1c[nH]c2ccccc12
  A: 15	B: -0.2	C: 1	D: -7	E: -35	F: 22	G: -1.2	H: 10	I: -8
O=C(COc1ccccc1)N1CCN(S(=O)(=O)c2cccc([N+](=O)[O-])c2)CC1
  A: 3	B: 0.6	C: -2	D: 4	E: -31	F: 4	G: 1.0	H: 4	I: 7
Cc1ccc(N2CC(C(=O)Nc3ccc(S(=O)(=O)N4CCCC4)cc3)CC2=O)cc1 (configuration not stated)
  A: -6	B: 0.2	C: -1	D: 12	E: 26&-11	F: -6	G: -1.1	H: 10&8	I: 50
CCOc1ccccc1NC(=O)C12CC3CC(C1)CC(c1ccc(C)cc1)(C3)C2
  A: 0	B: -0.3	C: 10	D: -1	E: 44	F: -42	G: -0.4	H: 2	I: 33
O=C(COc1ccc(-c2ccccc2)cc1)N1CCN(C(=O)c2cccs2)CC1
  A: nt	B: 1.5	C: -2	D: -13	E: -106	F: 1	G: 2.0	H: 12	I: 17

An excerpt from above in order of count of non-hydrogen atoms, highest first:
Field names: A = PPC-1+TRAIL kill; B = TRPML3 ag; C = NPY-Y1 antag; D = 14-3-3 Bad inh; E = EP2 modulator; F = NPY1 pot ag; G = TRPN1 ag; H = PGE2 EP2 inh; I = CHOP inh
CCOc1ccccc1NC(=O)C12CC3CC(C1)CC(c1ccc(C)cc1)(C3)C2
  A: 0	B: -0.3	C: 10	D: -1	E: 44	F: -42	G: -0.4	H: 2	I: 33
Cc1noc(NS(=O)(=O)c2ccc(NC(=O)COc3ccccc3)cc2)c1C
  A: 17	B: -0.2	C: 3	D: 1	E: -1	F: -28	G: -0.2	H: 10	I: 4
COc1ccc(CCN=Cc2ccccc2O)cc1OC
  A: 8	B: 0.5	C: nt	D: 2	E: 12	F: 11	G: 1.2	H: 10	I: 14

Remaining list, next part:
Field names: A = PPC-1+TRAIL kill; B = TRPML3 ag; C = NPY-Y1 antag; D = 14-3-3 Bad inh; E = EP2 modulator; F = NPY1 pot ag; G = TRPN1 ag; H = PGE2 EP2 inh; I = CHOP inh
CC(=O)C(Cc1ccc(Cl)nc1)(Cc1ccc(Cl)nc1)C(C)=O
  A: 8	B: 0.6	C: -1	D: -3	E: 6	F: -5	G: -1.6	H: 10	I: 7
C/C=C(\C)C(=O)NCCN1C2=NC[C@H](Cc3ccccc3)N2C[C@H]1Cc1ccc(O)cc1
  A: -12	B: 0.1	C: 2	D: -3	E: 5	F: -3	G: -0.6	H: 9	I: -6
O=C(Nc1ccc(Cl)cn1)C1CC1
  A: -2	B: -0.4	C: -3	D: 4	E: 1	F: 1	G: 2.9	H: 3	I: 4
CCOC(=O)N1CCN(Cc2nc(N)nc(Nc3ccc(Oc4ccccc4)cc3)n2)CC1
  A: 11	B: 1.5	C: -3	D: -1	E: -15	F: 17	G: 1.0	H: 12	I: 74*
COc1cc2c(C(=O)NCc3ccc4c(c3)OCO4)cn(CC(C)C)c(=O)c2cc1OC
  A: 8	B: 0.7	C: -3	D: 3	E: 2	F: 5	G: -0.2	H: 18	I: -10
CN(C)c1ccc(/C=N/NC(=O)C(O)c2ccc(Br)cc2)cc1 (configuration not stated)
  A: -7	B: -0.1	C: -3	D: -15	E: -74	F: 10	G: -0.5	H: 2	I: 29
O=C1C=C(c2ccccc2)OC(=O)C1C(=O)c1ccccc1 (configuration not stated)
  A: -15&18	B: 0.5&0.6	C: -3	D: -6&17	E: 8&28	F: 4&11	G: -0.5&0.9	H: 7&10	I: -4&-28
O=C(c1ccc(-c2cccc(Cl)c2Cl)o1)N1CCOCC1
  A: -2	B: 0.1	C: 8	D: -2	E: -24	F: 1	G: -1.3	H: 4	I: 15
O=S1(=O)C=C(Oc2ccc3ccccc3c2)c2ccccc21
  A: -4	B: 0.3	C: -5	D: -12	E: -22	F: 9	G: -0.3	H: 14	I: 53

In the list so far, these have an aryl methoxy group.
Field names: A = PPC-1+TRAIL kill; B = TRPML3 ag; C = NPY-Y1 antag; D = 14-3-3 Bad inh; E = EP2 modulator; F = NPY1 pot ag; G = TRPN1 ag; H = PGE2 EP2 inh; I = CHOP inh
COc1ccc(CCN=Cc2ccccc2O)cc1OC
  A: 8	B: 0.5	C: nt	D: 2	E: 12	F: 11	G: 1.2	H: 10	I: 14
COc1cc2c(C(=O)NCc3ccc4c(c3)OCO4)cn(CC(C)C)c(=O)c2cc1OC
  A: 8	B: 0.7	C: -3	D: 3	E: 2	F: 5	G: -0.2	H: 18	I: -10
